From PubChem
TCR activator – activates T cell receptor signaling. primary human leukocytes, anti-CD3, IL-2 HTRF, 48 h. Potency, µM (top dose mostly 9.22 µM), for the others: at the highest dose activation of IL-2 secretion, usual class: activators. 330,000 tested, under 10 active; further: % of control where 0% means no effect
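Activity was scored as IL-2 release from primary human leukocytes given only a TCR signal (a-CD3 beads) plus compound for 48 hr. Detection used a two-antibody HTRF format read at 665nm.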
TSHR antagonist – human thyrotropin receptor antagonism; TSHR-expressing cells, TSH-stimulated cAMP HTRF, 2 h; active compounds read low; hit rate 0.2% among 330,000; activity change, negative = inhibition, % at 11.5 µM;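 active means activity change below a set negative limit, meaning inhibition stronger than a set level, cut at about -70% in these data; inconclusive means activity change between two set negative limits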; further: on the % scale 0 is the no-effect control and ±100 the full control effect
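Antagonism was scored as loss of TSH-driven cAMP in TSHR cells, stimulated with 4nM TSH (EC80) for 2 hours at 37 deg C and detected by homogeneous HTRF competition immunoassay.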
A-T KAP1 phos – potential ataxia-telangiectasia treatment; Potency, µM (highest dose often 57.5 µM), without a hit: at the top dose activation, hits mostly activators; AID 485349; […] A-T fibroblasts, KAP-1 phosphorylation AlphaLISA; neocarzinostatin DNA damage 30 min before lysis; hit rate 0.19% among 320,000; further: potency means the concentration at half of the fitted maximal effect; % of control where 0% means no effect; nearly all actives have a fitted effect of over 45% in size
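hTERT-immortalized A-T patient fibroblasts ([…]), 500 cells/well in OPTI-MEM, 1% FBS, got compounds for 60 min, then NCS for 30 min at 37C. Lysates were then assayed for phospho-KAP-1 by AlphaLISA (anti-pKAP1 donor, anti-KAP1 acceptor beads), 6 hr at 25C.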
BCR signal inh – inhibitors of chronic active B-cell receptor signaling | Potency, µM (titrated, usually from 46.1 µM), without a hit: at the top dose ratio change, negative = lower green/red ratio, hits mostly inhibitors | hit rate 0.05% among 340,000 | ABC-DLBCL IkBa-CBG/CBR reporter, luminescence ratio, 4 h | AID 493014; active means well fitted inhibition curve with a large enough effect in the signal ratio, with a control signal flat, not every such curve was filed as active; inconclusive means small, poorly fitted or top-dose-only effect, or effect the other way, or a change in a side signal; the % refers to the signal ratio;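 further: potency means the concentration at half of the fitted maximal effect; plate controls were basal doxycycline-induced cells for no effect and cells given 10 µM MG132 for full effect; MG132 reads +100%, hits lower the ratio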
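TMD8 human ABC-DLBCL cells with doxycycline-inducible IκBα–green luciferase fusion and unfused red luciferase, in 0.5% FBS medium; compounds up to 46 uM, 4 h at 37C. Green/red luminescence ratio, filter-overlap corrected, fitted to concentration-response curves.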
KCNH2 WT inh – KCNH2 (human, wildtype) channel inhibition | activity change, % at 1.84 µM | Q12809 | AID 720551 | hit rate 0.37% among 340,000 | U2OS, BacMam KCNH2, thallium flux FluxOr; active compounds read low;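 active means maximum activity change below -70%; inconclusive means maximum activity change between -70% and -50%; inactive means maximum activity change above -50%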; further: on the % scale 0 is the no-effect control and ±100 the full control effect
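U2OS cells transduced with wild-type KCNH2 virus are loaded with FluxOr dye for 45 min, and thallium flux is measured in kinetic reads before and after stimulation buffer. Rate constants are normalized to DMSO controls.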
GALK inhibitor – galactokinase (human) inhibition | Purified GALK, Kinase-Glo residual ATP luminescence | Potency, µM (top dose mostly 57.5 µM), inactives show at the top dose activity change, negative = inhibition, hits mostly inhibitors | hit rate 0.007% among 270,000 | AID 1868; further: potency means the concentration at half of the fitted maximal effect; on the % scale 0 is the no-effect control and ±100 the full control effect
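Kinase-Glo Plus luminescence measured ATP left after a 1 h room-temperature reaction. The reaction used 5 nM GALK, 100 uM galactose and 35 uM ATP at pH 8.0 (20 mM HEPES, 5 mM MgCl2, 60 mM NaCl, 1 mM DTT, 0.01% BSA).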
Coupling enz – coupling enzyme interference in Giardia aldolase counter-screen | coupling enzyme system counterscreen, AmpLite Red fluorescence | activity change, negative = inhibition, % at 58.2 µM, hits read low | hit rate 0.67% among 290,000; in the data active means activity change below about -30%; further: on the % scale 0 is the no-effect control and ±100 the full control effect
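Counterscreen of the coupled detection system alone, without aldolase: glyceraldehyde-3-phosphate coupling enzymes plus AmpLite Red readout. Compounds at 57.5 uM final, 10 min RT preincubation, 20 min RT reaction, fluorescence 525/598 nm.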
CXXC DNA block – blocks binding of human MLL CXXC domain to DNA | Potency, µM (series often up to 115 µM), inactives show at the top dose activity change, negative = inhibition, most hits filed as inhibitors | AID 2662 | hit rate 0.037% among 290,000 | MLL-CXXC / FITC-HOXA9 DNA fluorescence polarization; active means well fitted inhibition curve with a large enough effect in the polarisation, with a control signal flat, not every such curve was filed as active; inconclusive means small, poorly fitted or top-dose-only effect, or effect the other way, or a change in a side signal; inactive means no such curve, though single readings can be large or run the other way; the % refers to the polarisation; further: potency means the concentration at half of the fitted maximal effect
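Purified MLL-CXXC (added from a 7 uM solution) was preincubated 5 min at ambient with pinned compounds in 50 mM Tris-HCl pH 7.5, 50 mM NaCl, 1 mM DTT, 0.05% BSA. Fluorescein-labeled HOX-A9 DNA (50 nM solution) followed, 30 min, then polarization read.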
Tb PFK inh – blocks T. brucei phosphofructokinase; O15648; T. brucei PFK, ADP-Glo luminescence; Potency, µM (series often up to 57.5 µM), for inactives: at the highest dose activity, negative = inhibition, actives largely listed as inhibitors; hit rate 0.17% among 330,000; AID 485367;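 further: potency means the concentration at half of the fitted maximal effect; 0% = uninhibited 1x PFK enzyme wells and -100% = no-enzyme wells; nearly all actives have a fitted effect of over 60% in size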
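Compounds were pin-transferred as a titration series up to 57 uM into substrate buffer (0.5 mM F6P, 0.1 mM ATP, pH 8.0), then 1.25 nM PFK was added and reactions ran 45 min before ADP-Glo detection.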
Giardia killer – Giardia lamblia killing | hit rate 0.15% among 340,000 | Giardia lamblia trophozoite viability | activity change, % at 7.66 µM, hits read low | AID 540267; in the data active means activity change below about -80%; inconclusive means between about -30% and that limit;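 further: parasites exposed to compound for two days anaerobically before the ATP read; on the % scale 0 is the no-effect control and ±100 the full control effect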
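Media and compound were dispensed first, then trophozoites at 100 cells/well; plates sat 48 hrs at 37 deg C without oxygen before ATP luminescence reagent was added and read after 15-30 min at room temperature.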
Active calls of the source: *; ? = inconclusive; / = no result given; [ ] = dose if it differs, or a comment. Unless noted, the call rests on the fitted dose curve; in most records, active means well fitted curve in the direction sought with a large enough effect; inconclusive means small, poorly fitted or top-dose-only effect, or another doubt; inactive means no such curve, though single readings can be large; an effect the other way counts as inactive or inconclusive.

SMILES | TCR activator | TSHR antagonist | A-T KAP1 phos | BCR signal inh | KCNH2 WT inh | GALK inhibitor | Coupling enz | CXXC DNA block | Tb PFK inh | Giardia killer
CC1(c2ccccc2)NC(=O)N(CC(=O)N2CCOCC2)C1=O (configuration not stated) | -3% | -2 | 15% | -1% | -13 | -2% | 3 | -7% | -6% | -17
COC(=O)C1CC(O)CN1C(=O)c1ccco1 (configuration not stated) | -2% | 1 | -3% | 8% | -2 | 2% | 2 | -1% | -2% | 5
CCSc1nnc(NC(=O)CSc2nncc(=O)n2N)s1 | 2% | 8 | -5% | -5% | -9 | 8% | -4 | 8% | -2% | -8
COc1ccc(NS(=O)(=O)c2cccc(Cl)c2Cl)cc1S(=O)(=O)N1CCCCC1 | -5%[46.1 µM] | 5 | 0% | ? | -18 | 0% | 1 | 0% | 4% | 1
C=C(C)COc1ccc(-c2ncncc2Oc2ccc(OC)cc2)c(O)c1 | 11% | -12 | / | -1% | 6 | 0% | -14 | -3% | -2% | -21
CCOC(=O)c1ccccc1OCc1cc(/C=N/NC(=O)c2cccnc2)ccc1OC | 1% | -11 | -31% | ? | 0 | -1% | 2 | -7% | 0% | -4
O=C(Cc1cn2ccsc2n1)NCCc1ccc(F)cc1 | -6% | -4 | 0% | 2% | 8 | 0% | 0 | 0% | 2% | -6
O=C(CCN1C(=O)C2C3C=CC(C3)C2C1=O)N1CCCCC1 (configuration not stated) | 0% | -4 | -2% | 1% | 5 | 3% | -2 | -13% | -7% | -6
O=C(CSc1nc2c(c(=O)n1-c1ccc(Cl)cc1)SCC2)NCC1CCCO1 (configuration not stated) | -2% | / | / | / | 3 | -1% | -6 | 0% | / | -28
CCOC(=O)c1c(NC(=O)CN2C(=O)C(=O)N(C(C)C)C2=O)sc(C)c1CC | / | -10 | -1% | 7% | -7 | / | / | / | -2% | ?
CC(=O)N1C(=O)/C(=C2\SC(=S)N(NC(=O)c3ccc(O)cc3)C2=O)c2ccccc21 | -8% | -8 | -8% | ? | -4 | -11% | -19 | 5% | 24% | ?
O=C1Nc2ccccc2Nc2ncccc21 | 2% | 56 | 13% | ? | -9 | -1% | 3 | 4% | 10% | -11
Cc1cc(C)nc(N/N=C/c2c(CO)cnc(C)c2O)n1 | -6% | 6 | -6% | -11% | -2 | 4% | 2 | 27% | -8% | 15
COc1ccc(CCc2nnc(CCC(=O)NCC3CCCO3)o2)cc1 (configuration not stated) | 1% | 17 | 0% | 7% | -2 | -10% | 2 | -3% | 3% | 2
Cc1cc(Cl)ccc1OC(C)C(=O)NN1C(=O)c2ccccc2C1=O (configuration not stated) | -3% | -4 | -2% | ? | 1 | 4% | 3 | -4% | -19% | 9

Compound profiles, from the list above. Order of values: TCR activator	TSHR antagonist	A-T KAP1 phos	BCR signal inh	KCNH2 WT inh	GALK inhibitor	Coupling enz	CXXC DNA block	Tb PFK inh	Giardia killer
C=C(C)COc1ccc(-c2ncncc2Oc2ccc(OC)cc2)c(O)c1 is listed with 11%	-12	/	-1%	6	0%	-14	-3%	-2%	-21
CCOC(=O)c1ccccc1OCc1cc(/C=N/NC(=O)c2cccnc2)ccc1OC is listed with 1%	-11	-31%	?	0	-1%	2	-7%	0%	-4

(listing goes on)
SMILES | TCR activator | TSHR antagonist | A-T KAP1 phos | BCR signal inh | KCNH2 WT inh | GALK inhibitor | Coupling enz | CXXC DNA block | Tb PFK inh | Giardia killer
COc1ccccc1C1OC2=C(Nc3ccc([N+](=O)[O-])cc3N2)C1=O (configuration not stated) | 5% | -7 | -2% | 0% | -6 | 4% | -2 | ? | -2% | ?
O=C(CSc1nc2c(sc3ccccc32)c(=O)n1CCCN1CCCC1)NCC1CCCO1 (configuration not stated) | 3% | -20 | / | 10% | -5 | 1% | -2 | -7% | 6% | 8
CCOc1ccc(C(=O)CCC(=O)Nc2ccc(C)c(S(=O)(=O)N3CCCCC3)c2)cc1 | -2% | -9 | -2% | -12% | -10 | / | / | / | 0% | 7
CC(=O)c1cnn(-c2ccc(Cl)cc2)c1C | 3% | 2 | 2% | -9% | -18 | 2% | 0 | -5% | 2% | -9
CCOC(=O)Cc1[nH]nc2c1C(Cc1ccccc1)C(C#N)=C(N)O2 (configuration not stated) | 9% | 1 | 0% | 10% | 5 | / | -2 | -6% | -4% | 7
O=C1CN(C(=O)c2c(F)cccc2F)C(c2ccc(F)cc2)c2cc(Br)ccc2N1 (configuration not stated) | 0% | 15 | 7% | ? | 8 | -3% | -3 | -9% | 6% | ?
CC[n+]1c(/C=C/C=C/N(C(C)=O)c2ccccc2)sc2cc(OC)ccc21 | 0%[46.1 µM] | 9 | -8% | ? | 2 | 2% | 1 | ? | 0% | 8
O=C(CN1CCOCC1)Nc1nc(-c2ccc(Cl)cc2)cs1 | -4% | -8 | -7% | 0% | -18 | -1% | -2 | ? | 10% | 2
COc1ccc(OC)c(-n2c(SCC(=O)Nc3cc(C)on3)nnc2-c2c[nH]c3ccccc23)c1 | 3% | 7 | 3% | ? | -14 | 1% | -1 | 29% | 3% | 18
O=C(NCCN1CCNC1=O)C1CCC(=O)N(Cc2ccccc2F)C1 (configuration not stated) | -3% | 15 | 1% | 5% | -9 | -7% | / | 5% | 10% | -6
CC(OC(=O)C1CCN(c2ccc(C(F)(F)F)cn2)CC1)C(=O)NC1CCCCC1C (configuration not stated) | -1% | 5 | -6% | 0% | -1 | / | / | / | 4% | -4
CC(C)(C)c1ccc(C(CC(=O)O)NC(=O)c2ccccc2F)cc1 (configuration not stated) | -3% | 6 | 1% | ? | 4 | 0% | 6 | 5% | 2% | -19
Cc1ccc2cc(NC(=O)Cc3ccccc3)ccc2n1 | -2% | -3 | 7% | ? | -5 | 15% | 0 | 1% | -4% | ?
O=C(/C=C/c1ccc(F)cc1)NNC(=O)CCN1CCN(Cc2ccccc2)CC1 | -13% | 11 | 1% | 8% | 21 | -1% | 1 | -8% | 0% | 18
COC(=O)C1=C(C)N(Cc2cccnc2)C(=O)C1 | 2%[46.1 µM] | 0 | 2% | -13% | -5 | 0% | 0 | -2% | 3% | -2
CCOC(=O)C(Cc1c(F)cccc1Cl)c1ccno1 (configuration not stated) | 3% | 5 | 4% | 0% | 0 | 3% | -2 | 35%[activator] | -4% | -2
CC(C)(C)NC(=O)C[C@H]1C[C@H](C(=O)N2CCCCC2)[C@@]2(C)c3[nH]c4cc(-c5ccco5)ccc4c3CCN2C1=O | -6%[46.1 µM] | 29 | 9% | -3% | -26 | / | / | / | -19% | 7
CN(C(=O)CSc1ccc2c(c1)OCCO2)c1ccccc1 | / | -7 | 9% | 5% | -12 | / | / | / | -8% | 9
O=C(OCC(=O)c1cccs1)c1ccc(NC(=O)c2ccco2)cc1 | 2% | -6 | 9% | ? | -4 | 0% | 2 | 8% | 0% | -10
COc1ccc(Nc2ncnc3sc(-c4ccccc4)cc23)cc1OC | 2%[46.1 µM] | -1 | -2% | ? | -5 | 0% | 3 | 3% | 0% | -8
Cc1cc(S(=O)(=O)N2CCOCC2)ccc1OCC(=O)Nc1cccc(F)c1 | 1% | -1 | 9% | 9% | 8 | 6% | 2 | -1% | -2% | -9
Cc1cc(C)n2c(SCC(=O)N3CCN(S(=O)(=O)c4ccc(Cl)cc4)CC3)nnc2n1 | 0% | 42 | 6% | 4% | -5 | -1% | 5 | 4% | 2% | 4
O=C(NCc1cccs1)c1cc(C2CC2)on1 | -4% | 1 | -9% | -18% | -7 | 0% | 2 | -2% | 1% | 0
CC(C)N(C(=S)NCc1ccccc1)C(C)C | 3% | -2 | 3% | ? | -9 | 1% | -1 | 58%[activator] | 2% | 4
CC(=O)c1ccc(OCCCC(=O)NC2CCCc3ccccc32)cc1 (configuration not stated) | -1%[46.1 µM] | -5 | -2% | ? | -7 | 0% | -2 | 22% | 0% | -18
O=C(COC(=O)CCN=C1NS(=O)(=O)c2ccccc21)NNC(=O)c1ccccc1 | 1% | 7 | 12% | ? | 4 | / | / | / | 0% | ?
COc1cccc(C(=O)Nc2cccc(S(=O)(=O)NC3=NCCC3)c2)c1 | -3% | 5 | 6% | ? | -14 | / | / | / | 7% | -16
C=CCc1cc(C=O)cc(OCC)c1OCc1ccc(Cl)cc1 | 8%[46.1 µM] | -14 | 2% | 19% | 3 | -1% | -8 | 5% | -3% | -5
COc1ccc(NC(=O)N(C)C[C@H]2Oc3ccc(NC(=O)c4ccncc4)cc3C(=O)N([C@H](C)CO)C[C@@H]2C)cc1 | -1% | 2 | -11% | ? | -2 | / | / | / | 3% | 5
CCOC(=O)N1CCC(N2C(=O)c3ccccc3C2Nc2ccccc2C)CC1 (configuration not stated) | -1% | -5 | 4% | 12% | 7 | -5% | -1 | 2% | -7% | 16
N=c1c2c3c(sc2ncn1CCCN1CCOCC1)CCCCC3 | -1% | -2 | -1% | ? | 7 | -2% | -2 | -8% | 0% | -14
